LmPK inh – LmPK (Leishmania mexicana) enzyme inhibition; actives 0.37% (n = 290,000); Q27686; purified LmPK, Kinase-Glo ATP luminescence, 1 h; Potency, µM (highest dose often 57.5 µM), for the others: top-dose activity change, negative = inhibition, most hits filed as inhibitors; note: potency is the fitted concentration of half-maximal effect
Target sequence (Q27686 whole entry, looked up): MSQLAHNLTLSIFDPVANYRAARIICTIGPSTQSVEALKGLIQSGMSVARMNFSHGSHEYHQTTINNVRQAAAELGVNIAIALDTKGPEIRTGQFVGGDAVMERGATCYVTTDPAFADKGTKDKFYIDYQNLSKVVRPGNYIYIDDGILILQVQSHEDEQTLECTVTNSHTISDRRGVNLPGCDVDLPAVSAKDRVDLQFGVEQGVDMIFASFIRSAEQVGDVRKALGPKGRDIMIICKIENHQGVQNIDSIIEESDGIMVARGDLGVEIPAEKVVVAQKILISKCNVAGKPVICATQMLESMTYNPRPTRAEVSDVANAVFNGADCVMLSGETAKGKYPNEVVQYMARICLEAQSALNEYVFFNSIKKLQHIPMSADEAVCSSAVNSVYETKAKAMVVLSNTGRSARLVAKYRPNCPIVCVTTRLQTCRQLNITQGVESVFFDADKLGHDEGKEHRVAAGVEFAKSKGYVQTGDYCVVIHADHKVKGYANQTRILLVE
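In 50 mM imidazole pH 7.2 with 7 mM MgCl2, LmPK (0.1 nM) turned over PEP (0.5 mM) and ADP (0.1 mM) for 1 h at room temperature. Luciferase read-out of ATP.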
AMA1 RON2 block – AMA1-RON2 (P. falciparum) interaction inhibition; AlphaScreen AMA1-biotinylated RON2 peptide binding; Potency, µM (titrated, usually from 58.2 µM), for inactives: top-dose activity change, negative = inhibition, usual class: inhibitors; actives 0.2% (n = 360,000); AID 720542;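 note: potency is the fitted concentration of half-maximal effect; 0% = vehicle wells and -100% = peptide control; nearly all actives have a fitted effect of over 45% in size; some results filed as inactive show a strong effect at the top dose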
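AMA1 (3D7) with his tag at 25 nM final met compounds first, then biotinylated RON2 peptide at 25 nM; detection used donor plus acceptor beads, 10 µg/mL apiece, read by AlphaScreen after 30 min at room temperature.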
Tb PYK inh – blocks Trypanosoma brucei pyruvate kinase; Q57TT1; TbPYK enzyme, Kinase-Glo Plus ATP luminescence, 45 min; Potency, µM (titrated, usually from 76.8 µM), without a hit: top-dose activity, negative = inhibition, usual class: inhibitors; actives 0.12% (n = 410,000); AID 624173; note: potency is the fitted concentration of half-maximal effect; nearly all actives have a fitted effect of over 50% in size
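ADP (130 uM final) triggers the TbPYK reaction after compound addition; incubation is 45 min at room temperature. Kinase-Glo Plus is then added and luminescence imaged. Normalized data are fitted to concentration-effect curves.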
HCMV inh – blocks human cytomegalovirus replication; HFF cells, HCMV-luciferase reporter, 72 h; stronger effect = lower value; activity change, negative = inhibition, % at 57.5 µM; actives 4.5% (n = 410,000); AID 1259415; in the data active = activity change below about -60%; inconclusive = no clear call, values can overlap the other calls; inactive = above about -39%
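Screen run at 2 compound doses on HFFs infected with reporter HCMV, MOI 1 PFU/cell. Luciferase activity from cell lysates at 72 h post infection gave inhibition relative to buffer-only and Salinomycin wells.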
AmpC no deterg – inhibitors of E. coli AmpC beta-lactamase without detergent. P00811. AmpC nitrocefin hydrolysis, absorbance 480 nm, 0.0001% Triton. Potency, µM (titrated, usually from 57.1 µM), without a hit: at the highest dose activity change, negative = inhibition, actives largely listed as inhibitors. actives 0.52% (n = 330,000);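 note: potency is the fitted concentration of half-maximal effect; plate controls were no compound for no effect and no enzyme for full effect; nearly all actives have a fitted effect of over 20% in size; some results filed as inactive show a strong effect at the top dose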
Target sequence (P00811 whole entry, looked up): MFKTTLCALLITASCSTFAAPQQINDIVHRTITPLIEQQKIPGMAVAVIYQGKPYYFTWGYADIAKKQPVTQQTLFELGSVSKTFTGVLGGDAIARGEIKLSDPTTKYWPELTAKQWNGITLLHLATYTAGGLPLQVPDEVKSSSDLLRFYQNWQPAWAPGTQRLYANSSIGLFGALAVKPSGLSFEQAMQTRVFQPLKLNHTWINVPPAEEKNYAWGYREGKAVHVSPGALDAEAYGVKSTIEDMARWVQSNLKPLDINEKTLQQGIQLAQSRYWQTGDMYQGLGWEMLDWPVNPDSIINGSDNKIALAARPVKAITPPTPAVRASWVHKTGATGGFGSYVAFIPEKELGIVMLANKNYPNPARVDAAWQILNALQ
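AmpC (5.3 nM in the dispensed reagent) in 20 mM phosphate pH 7.0 with 0.01% (detergent screen) or 0.0001% Triton X-100 was preincubated with compounds for 15 min at room temperature. Nitrocefin was then added from an 800 uM solution, and hydrolysis was followed at 480 nm.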
HCV inh – inhibitors of hepatitis C virus infection. actives 3.4% (n = 340,000). Potency, µM (titrated, usually from 41.8 µM), inactives show at the highest dose activity change, negative = inhibition, hits mostly inhibitors. AID 651820. Huh7.5.1 HCVcc-Cre infection, luciferase reporter, 44 h; note: potency is the fitted concentration of half-maximal effect
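Whole-lifecycle infectious HCVcc-Cre system; cells 1,000/well, compound then virus (~0.5 moi) added 4 h after plating, 44 h culture. Luciferase read 15 sec following 15 min substrate incubation, room temp.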
AmpC inh detg – AmpC beta-lactamase inhibition with detergent present; P00811; Potency, µM (doses to about 114 µM), for the others: top-dose activity change, negative = inhibition, most hits filed as inhibitors; actives 0.041% (n = 370,000); AID 485294; AmpC hydrolysis of nitrocefin, absorbance 480 nm, 0.01% Triton;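 note: potency is the fitted concentration of half-maximal effect; 0% = no-compound wells and -100% = no-enzyme wells; nearly all actives have a fitted effect of over 25% in size; some results filed as inactive show a strong effect at the top dose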
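20 mM phosphate pH 7.0 + 0.01% (detergent screen) or 0.0001% Triton X-100; 5.3 nM AmpC reagent; cpd preinc 15 min RT; nitrocefin (800 uM stock) to start; A480 q20 s × 4 min; Activity was normalised to no-enzyme and no-compound control wells.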
* marks the source's active call; other numbers are inactive results; ? = inconclusive; · = no result given; & = joins results of further samples; [ ] = another dose, or the depositor's remark. Unless noted, calls come from the whole dose curve; as a rule, active = well fitted curve in the direction sought with a large enough effect; inconclusive = small, poorly fitted or top-dose-only effect, or another doubt; inactive = no such curve, though single readings can be large; an effect the other way counts as inactive or inconclusive. Unless noted, % is set by controls: 0 for no effect and ±100 for the full control effect.

SMILES	LmPK inh	AMA1 RON2 block	Tb PYK inh	HCMV inh	AmpC no deterg	HCV inh	AmpC inh detg
COc1ccc(CNC(=O)CCCC(=O)n2nc(C)c3ccccc32)cc1	1%	-4%	-5%	6	15%	-20%	-5%
C=CCN1C(=O)C(CC(=O)Nc2ccc(OC)cc2)N(Cc2ccco2)C1=S (configuration not stated)	4%	-1%	-20%	-18	-11%	-11%	-6%
CCCOc1ccc(NC(=O)CC2C(=O)N(c3ccc(Cl)cc3)C(=O)N2CCc2ccncc2)cc1 (configuration not stated)	·	·	1%	-16	·	·	21%
Nc1nc(CN2CCN(c3ccccc3F)CC2)nc(N2CCCc3ccccc32)n1	3%	?	-3%	22	165%[activator]	7%	5%
CC(=O)Nc1ccc(S(=O)(=O)N2CCC(C(=O)NCCc3ccc(Cl)cc3)CC2)cc1	1%	21%	-2%	-32	1%	4%	-2%
Cc1cccc(N2C(=O)C(Oc3ccc(Cl)cc3Cl)C2C=O)c1C (configuration not stated)	-1%	13%	-2%	37	-26%	?	-5%
CCCCc1c(-c2ccccc2OC)ncn1CCc1ccccc1Cl	·	-11%	5%	?	·	·	·
Cc1cc2nc(-c3ccc(OCc4ccccc4F)cc3)cc(C(F)(F)F)n2n1	·	·	0%	-10	·	·	-2%
O=C(O)c1cccc(NC(=O)c2cc(S(=O)(=O)N3CCOCC3)cs2)c1	-2%	13%	-17%	-32	-12%	26%	-5%
CC(C)(C)c1ccc(C(O)CCCN2CCC(C(O)(c3ccccc3)c3ccccc3)CC2)cc1 (configuration not stated)	4%	-9%	0%&0%&0%	-24	-26%	2%[8.37 µM]	0%
CCCCn1c(N)c(N(CCOC)C(=O)C2CC(=O)N(Cc3ccc(C)cc3)C2)c(=O)[nH]c1=O (configuration not stated)	·	3%	-2%	-36	-1%	11%	-6%
COC(=O)c1ccc(-n2c(C)nc3ccccc3c2=O)cc1	-4%	0%	1%	41	-13%	11%	-1%
Cc1cc(C(=O)NC(C)Cc2ccccc2)cc(C)c1[N+](=O)[O-] (configuration not stated)	-2%	-12%	-5%	?	-7%	-21%	8%
O=C(COC(=O)CN1C(=O)C2CCCCC2C1=O)Nc1c(Cl)cccc1Cl (configuration not stated)	·	-6%	-7%	-16	-14%	0%	-5%
CC(Oc1ccc(C(=O)NC2CCCCC2)cc1)C(=O)O (configuration not stated)	4%	0%	-4%	-11	-8%	15%	3%
CC1CC(NNC(=O)c2ccccc2)=Nc2ccccc2N1C (configuration not stated)	8%	56%[activator]	-2%	17	-18%	15%	-1%
COc1cccc(OC)c1Cn1nnc2c(=O)[nH]c(C3CCN(C(=O)c4ccccc4)CC3)nc21	·	·	-3%	-21	·	·	1%
CC(NC(=O)c1ccc2c(c1)OCO2)c1cccc(C(F)(F)F)c1 (configuration not stated)	·	-8%	1%	0	-32%	-36%	2%
Cc1cc(-c2csc(N)n2)c(C)n1C	-15%	28µM*	?	-7	19%	-21%	-3%
COc1ccc(N2CCN(C(=O)[C@H](Cc3c[nH]c4ccccc34)NC(C)=O)CC2)cc1	-2%	-12%	2%	14	-5%[2.29 µM]	25%	-7%
Cc1ccc(S(=O)(=O)Nc2c(C)nc3nc[nH]n3c2=O)c(C)c1	1%	-3%	1%	-24	-11%	13%	-3%
Cc1ccc(CN2CCN(CC(=O)NC(C)CCc3ccccc3)C2=O)cc1 (configuration not stated)	9%	10%	-7%	-7	85%[activator]	-17%	-5%
COC(=O)c1ccc(CSc2cc(C)c3cccc(C)c3n2)o1	-4%	3%	-5%	-37	3%	12%	-5%
O=C(CSCc1n[nH]c(=O)[nH]1)NCCOc1cccc(Oc2ccccc2)c1	-2%	-1%	-48%	12	-3%	-18%	-2%
Cc1nn(CC(=O)N2CCC(C(N)=O)CC2)c(=O)c2nn(-c3ccccc3)c(C)c12	4%	3%	1%	-13	-16%	22%	-11%
O=C(O)c1ccc2c(c1)C(=O)N(c1ccc(Nc3ccccc3)cc1)C2=O	-3%	-5%	-5%	-30	-21%	14%	1%
CC(C)Cc1nnc(NC(=O)CC(=O)Nc2ccccc2C(=O)O)s1	-12%	18%	9%	-34	-4%	5%	0%
CCC(=O)NN1CCc2cc3ccc(C)cc3nc21	-2%	-5%	-8%	90	-15%	9%	-4%
COc1ccc(C(=O)NCCC(=O)NCc2cc(=O)n(C)c(=O)n2C)cc1	-10%	0%	4%	0	-10%	9%	5%
CCOC(=O)c1cc(-c2ccccc2)sc1NC(=O)CSc1nnnn1C	-4%	6%	-20%	6	13%	?	?
Cc1noc(C)c1S(=O)(=O)N(CC(=O)NC1CCC(C)CC1)c1ccc(C(C)C)cc1 (configuration not stated)	5%	0%	-2%	-34	2%	-7%	-3%
Cn1c(N)c(C(=O)COC(=O)c2ccc(C(F)(F)F)cc2)c(=O)n(C)c1=O	·	9%	1%	28	48%	7%	·
O=C(NC(Cc1ccccc1)C(=O)O)/C(=C\c1ccco1)NC(=O)c1ccccc1Br (configuration not stated)	2%	30%	-17%	43	-12%	?	-1%
CC1(c2ccccc2)NC(=O)N(CC(=O)Nc2ccccc2N2CCCCC2)C1=O (configuration not stated)	·	4%	0%	1	-14%	18%	1%
CN(C(=O)c1cccc(Cl)c1)C1CCCN(Cc2ccccc2F)C1 (configuration not stated)	2%	0%	-2%	-33	21%	8%	-17%
CC(=O)NC(CC(=O)OC(C)C(=O)Nc1ccc(Cl)cn1)c1ccccc1 (configuration not stated)	·	3%	-10%	-21	-6%	0%	-11%
O=C1c2ccccc2C(O)N1Cc1ccccc1Cl (configuration not stated)	2%	13%	3%	16	-20%	9%	-10%
Cc1ccc(Cn2c(Sc3ncccn3)nc3c2c(=O)[nH]c(=O)n3C)cc1	3%	-7%	3%	38	-7%	10%	-1%
O=C(/C=C/c1ccc([N+](=O)[O-])cc1)NCc1cccs1	-2%	0%	-7%	-15	-25%	3%	-1%
Cc1cnc(=O)[nH]c1SCc1cccc([N+](=O)[O-])c1	1%	-16%	0%	0	-11%	-6%	?
CS(=O)(=O)N1CCCC(c2nc(-c3ccc(S(=O)(=O)NCc4ccccc4)cc3)no2)C1 (configuration not stated)	3%	7%	-2%	-95*	28%	?	-16%
Cc1ccc(S(=O)(=O)Cn2nnnc2C(CC(C)C)N2CCN(C)CC2)cc1 (configuration not stated)	0%	4%	-4%	-38	77%[activator]	7%	-4%
CCN(CC)C(=O)C1CCCN(C(=O)Nc2ccccc2)C1 (configuration not stated)	3%	6%	-3%	-11	-4%	1%	-1%
COc1ccc(N/C=C/C(=O)c2cc(OC)c(OC)c(OC)c2)cc1	1%	11%	-7%	-80*	51%	20%	-12%
Cc1ccc(N(C)C(=O)Oc2ccc(C(=O)c3ccc(Cl)cc3)cc2)cc1	8%	11%	-4%	16	-21%	-13%	6%
CC(=O)c1ccc(NC2=C(N3CCOCC3)C(=O)c3ccccc3C2=O)cc1	-21%	?	-19%	-3	-1%	?	-7%
CCc1ccccc1N1C(=O)C2CC(C)=C(C)CC2C1=O (configuration not stated)	0%	2%	-6%	-11	4%	18%	?
Cc1ccc(S(=O)(=O)CCSc2cccc(C(=O)Nc3ccccc3C(=O)O)c2)cc1	-1%	-14%	-1%	-26	-21%	15%	-12%
COc1ccc(C)cc1NC(=O)c1ccc(N(C)S(C)(=O)=O)cc1	-6%	-2%	1%	-8	-4%	?	-7%
S=C(c1c[nH]c2ccc(Br)cc12)N1CCOCC1	3%	-7%	-12%	-72*	-11%	-1%	2%
O=C(Nc1cccc(C(F)(F)F)c1)C1CCN(c2nnc(-n3cccc3)s2)CC1	·	·	1%	17	·	·	9%
O=C(Cn1cccc1C(=O)c1ccccc1)NCCc1ccccc1	-1%	8%	4%	-28	-15%	-3%	-8%

High-throughput results deposited in PubChem BioAssay by National Center for Advancing Translational Sciences (NCATS).
